HCV NS3 hel inh = inhibitors of HCV NS3 helicase, primary screen, biochemical, Cy5 molecular beacon fluorescence | Hepatitis C virus NS3 helicase | NS3 helicase DNA unwinding | inhibition, % at 10.9 µM | actives 0.56% (n = 290,000) | AID 1800, 2009;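 active = inhibition above the mean of all tested compounds plus 3 SD, set per campaign, cut at about 35% in these data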;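 note: 0% = DMSO wells and 100% = thioflavine S control wells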
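Test system: hepatitis C virus NS3 helicase domain fragment enzyme. Also added: annealed dual-labelled DNA beacon duplex, ATP-started. Timing: 60 min unwinding reaction at 25 °C after ATP addition. Technique: Cy5 fluorescence. Measure: % inhibition of unwinding.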
DNA FID counter = compounds displacing fluorescent DNA intercalator, primary screen, artefact control for HCV NS3 helicase inhibitor project, biochemical, FID fluorescence. DNA fluorescent intercalator displacement. inhibition, % at 7.9 µM. actives 0.17% (n = 290,000). AID 1845, 2009; in the data active = inhibition above about 37%;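 note: 0% = vehicle and 100% = reference compound; higher means more ethidium bromide displaced from hairpin DNA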
IDE act = human IDE activators in live cells, primary screen, fluorescence polarization, HEK cells, FAbeta-B substrate. Insulin-degrading enzyme (Homo sapiens), P14735. FAbeta-B cleavage; 0% vehicle, 100% cell-free pure enzyme wells. activation, % at 5.96 µM. actives 0.073% (n = 340,000). AID 493087, 2011;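 active = activation above the mean of all tested compounds plus 3 SD, set per screening campaign, cut at about 17% in these data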
Target sequence (P14735 whole entry, looked up): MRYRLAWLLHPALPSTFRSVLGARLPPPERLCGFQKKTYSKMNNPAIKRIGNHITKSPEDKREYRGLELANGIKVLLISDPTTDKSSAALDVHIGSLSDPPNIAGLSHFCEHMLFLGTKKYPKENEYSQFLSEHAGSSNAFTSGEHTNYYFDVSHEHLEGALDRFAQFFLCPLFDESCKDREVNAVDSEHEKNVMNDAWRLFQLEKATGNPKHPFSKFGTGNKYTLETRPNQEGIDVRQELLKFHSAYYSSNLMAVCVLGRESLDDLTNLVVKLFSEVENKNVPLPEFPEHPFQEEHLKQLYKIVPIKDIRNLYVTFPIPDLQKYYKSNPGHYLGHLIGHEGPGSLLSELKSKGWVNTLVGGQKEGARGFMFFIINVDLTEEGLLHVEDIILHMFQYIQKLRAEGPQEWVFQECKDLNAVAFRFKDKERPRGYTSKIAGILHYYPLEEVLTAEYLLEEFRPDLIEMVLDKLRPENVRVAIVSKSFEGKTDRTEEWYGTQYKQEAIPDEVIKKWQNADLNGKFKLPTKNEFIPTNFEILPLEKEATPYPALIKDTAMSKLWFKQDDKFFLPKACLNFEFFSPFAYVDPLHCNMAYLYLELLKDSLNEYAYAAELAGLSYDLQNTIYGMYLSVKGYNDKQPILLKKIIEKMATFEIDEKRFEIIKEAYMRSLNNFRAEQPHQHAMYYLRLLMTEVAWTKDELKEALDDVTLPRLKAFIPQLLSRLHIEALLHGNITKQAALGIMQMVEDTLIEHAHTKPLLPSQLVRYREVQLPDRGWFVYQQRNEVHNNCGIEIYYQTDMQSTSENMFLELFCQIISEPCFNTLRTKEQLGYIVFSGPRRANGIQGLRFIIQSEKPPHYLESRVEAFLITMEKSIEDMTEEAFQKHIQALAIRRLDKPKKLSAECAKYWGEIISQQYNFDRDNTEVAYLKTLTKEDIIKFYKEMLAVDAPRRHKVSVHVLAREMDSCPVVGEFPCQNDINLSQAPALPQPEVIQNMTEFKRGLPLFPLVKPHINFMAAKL
UBC9 SUMO inh = inhibitors of in vitro SUMOylation cascade, primary screen, biochemical, HTRF, uHTS; actives 0.36% (n = 290,000); HTRF SUMOylation assay, SAE1/SAE2 + UBC9; inhibition, % at 35 µM; SUMO-conjugating enzyme UBC9 (Homo sapiens), P63279; in the data active = inhibition above about 50%, passing the limit was not always enough; note: strong numbers were not always called active
IDE inh = human IDE inhibitors in live cells, primary screen, fluorescence polarization, HEK cells, FAbetaB substrate; Insulin-degrading enzyme (Homo sapiens), P14735; FAbetaB cleavage; inhibition, % at 5.59 µM; actives 0.41% (n = 320,000); AID 434962, 2010;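 active = percent inhibition above the average of all tested compounds plus 3 SD, set per screening campaign, cut at about 16% in these data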;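 note: IDE supplied by intact live HEK cells; FP after avidin binding of uncleaved biotin substrate so inhibition keeps polarization high; 0% = DMSO wells and 100% = 60 µM reference IDE inhibitor Ii1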
IMP-1 inhibitor = IMP-1 metallo-beta-lactamase inhibitors, primary screen, biochemical, epi-absorbance readout, Pseudomonas aeruginosa enzyme; metallo-beta-lactamase IMP-1 (Pseudomonas aeruginosa); purified IMP-1, nitrocefin hydrolysis, epi-absorbance fluorescence; inhibition, % at 5.6 µM; actives 0.45% (n = 290,000); AID 1556, 2009;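 active = inhibition above the mean plus 3 SD of all compounds in the same screening run, cut at about 4.5% in these data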;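 note: 0% = IMP-1 with DMSO and 100% = DMSO wells lacking enzyme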
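system = purified recombinant IMP-1 beta-lactamase | amount = 0.2 nM IMP-1, as dispensed | medium = HEPES buffer pH 7.1 with ZnSO4 and Brij 35 | times = 25 °C, 15 min preincubation, 25 min reaction | detection = plate fluorescence quenching by hydrolysis product, ex 480/em 530 nm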
M18AAP inhibitor = PfM18AAP inhibitors, malaria aminopeptidase, primary screen, biochemical, QFRET, recombinant enzyme | M18 aspartyl aminopeptidase (Plasmodium falciparum 3D7) | H-Glu-NHMec fluorogenic cleavage | inhibition, % at 7.35 µM | actives 1.2% (n = 290,000) | AID 1822, 2009;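 active = inhibition above the campaign mean inhibition over all tested compounds plus 3 SD, cut at about 28% in these data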;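 note: 0% = plate median of test compound wells and 100% = 2 mM ZnCl2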
VIM-2 inh = VIM-2 metallo-beta-lactamase inhibitors, primary screen, biochemical, epi-absorbance readout, Pseudomonas aeruginosa enzyme; purified VIM-2, nitrocefin hydrolysis, epi-absorbance fluorescence; inhibition, % at 5.6 µM; actives 0.89% (n = 290,000); AID 1527, 2009;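 active = inhibition above the mean of all tested compounds plus 3 SD, cutoff set per screening run, cut at about 7.5% in these data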;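 note: red hydrolysis product quenches plate fluorescence so inhibitors raise well fluorescence; 0% = enzyme with DMSO and 100% = DMSO without enzyme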
p-CIP stab down = p/CIP-EGFP fusion destabilizers, primary screen, fluorescence, F442A cells. Q05BA5. 16 h. decrease of EGFP signal, % at 10 µM. actives 0.01% (n = 290,000). AID 1984, 2009;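 active = EGFP signal decrease of at least 30% at 10 µM or well 3 SD below plate mean, unless failing retest; inactive = the rest, including hits failing retest or dose response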; note: some compounds called inactive have numbers as strong as hits; many of its hits are not listed in these tables
The depositor's hits bear a star; / = no result given.

The opening three records (preview)
SMILES	HCV NS3 hel inh	DNA FID counter	IDE act	UBC9 SUMO inh	IDE inh	IMP-1 inhibitor	M18AAP inhibitor	VIM-2 inh	p-CIP stab down
COc1ccc2oc(C)c(C(N)=O)c2c1	-14	-2	2	-1	5	-3.0	2	-2.4	3
COCCOC(=O)/C(C#N)=C/c1cn(Cc2ccccc2)nc1-c1cccnc1	-16	-25	2	-10	10	-0.8	2	0.5	8
O=C(NC(=S)Nc1cccnc1)c1cccc(Br)c1	14	-23	2	4	5	0.7	27	-2.4	-28

All compounds of this part, from the start:
SMILES	HCV NS3 hel inh	DNA FID counter	IDE act	UBC9 SUMO inh	IDE inh	IMP-1 inhibitor	M18AAP inhibitor	VIM-2 inh	p-CIP stab down
COc1ccc2oc(C)c(C(N)=O)c2c1	-14	-2	2	-1	5	-3.0	2	-2.4	3
COCCOC(=O)/C(C#N)=C/c1cn(Cc2ccccc2)nc1-c1cccnc1	-16	-25	2	-10	10	-0.8	2	0.5	8
O=C(NC(=S)Nc1cccnc1)c1cccc(Br)c1	14	-23	2	4	5	0.7	27	-2.4	-28
O=C(O)C1CCCCC1C(=O)Nc1ccc2c(c1)OCCO2 (stereo not given)	5	1	1	11	0	-3.3	-4	-1.3	-4
CCOC(=O)C1(Cc2ccc(OC)cc2)CCN(C(=O)CN2CCCCC2=O)CC1	-8	-26	/	-3	5	0.2	-3	0.9	-18
CCOC(=O)C1=C(CN2CCN(c3ccc(F)cc3)CC2)NC(=O)NC1c1cccs1 (stereo not given)	-14	-27	1	-8	-8	-4.0	-2	-0.8	-5
COC(=O)c1ccc(-c2nc(CN3CCN(Cc4cccc(C)c4)CC3)c(C)o2)cc1	-21	1	0	4	-2	-3.5	3	-3.7	8
CCC1Oc2ccc(C)cc2N(CC(=O)NCCCN2CCCC2)C1=O (stereo not given)	-3	4	3	-8	7	-1.2	2	-1.1	11
CCOC(=O)C1(CC)NC(c2ccc(OC)cc2OC)C2C(=O)N(C)C(=O)C21 (stereo not given)	5	-12	-7	-3	0	-1.1	-2	-1.9	16
C=CCn1c(SCc2ccc(C(=O)NCCO)cc2)nc2ccccc2c1=O	-6	-30	-9	14	-2	-1.3	-2	9.0*	-8
CCCN1C(=O)/C(=C/c2ccc(C)o2)SC1=Nc1ccc(OC)cc1	21	-6	5	11	8	-2.3	-10	-7.8	-14
CO/N=C/c1c(-c2ccc(Cl)cc2)nc2cc(C)ccn12	-9	-10	0	2	2	-5.3	-11	0.0	-5
Cc1cccc(-n2c(SCC(=O)N3CCC(C(=O)O)CC3)nc3ccccc3c2=O)c1C	6	-36	1	16	4	-2.8	-2	-3.0	-2
Cc1cc(C)nc(NS(=O)(=O)c2ccc(NC(=S)NC(=O)c3cccnc3)cc2)n1	-2	-3	-3	1	1	-0.6	-1	-5.4	-9
CN(CC(=O)NCCc1ccc(S(N)(=O)=O)cc1)Cc1c(F)cccc1Cl	-4	-12	-2	4	5	-1.1	-3	-1.1	-20
Cc1ccc(OCC(=O)Nc2ccc3c(c2)C(=O)NC3=O)cc1	1	-4	-2	0	-2	-1.8	5	-0.1	-51
COc1ccc(/C=C2\SC(N3CCCCC3)=NC2=O)cc1	11	-23	1	2	-3	2.4	1	1.4	-1
S=c1[nH]nc(-c2cccnc2)n1-c1ccccc1	3	-8	-7	-11	3	-2.7	3	3.9	-16
COc1cc(C(=O)N/N=C2\CCS(=O)(=O)c3ccc(F)cc32)cc(OC)c1OC	-17	-15	1	15	-1	-3.0	4	-1.2	6
CCOC(=O)C1=C(C)NC2=C(C(=O)CC(C)(C)C2)C1c1ccsc1 (stereo not given)	5	-8	1	3	5	-2.5	-2	-1.2	-6
COc1cccc(-c2cc(C(F)(F)F)n3ncc(S(=O)(=O)c4ccccc4)c3n2)c1	5	2	8	19	13	-1.2	-10	-0.9	10
Cc1ccc(-c2cc(C(=O)N/N=C/c3ccco3)n[nH]2)s1	-3	-4	2	63*	4	-4.7	-3	-4.5	-2
CCn1c(C)[n+](CC(O)COCC2CC=CCC2)c2ccccc21 (stereo not given)	-1	4	-3	-7	-4	-2.1	9	-2.4	-1
COc1ccccc1C(=O)N(CN1CCCC1=O)c1cccc(Cl)c1	5	-17	1	-13	1	-2.2	-2	-3.0	2
O=C(c1[nH]ncc1-c1ccccc1)C1CO1 (stereo not given)	20	1	2	-7	2	1.8	20	0.1	0
COc1ccc(Nc2nc(N)nc(CSC(=S)N3CCCCC3C)n2)cc1 (stereo not given)	-63	-24	4	-6	4	-3.3	-3	-1.7	-7
CCOc1ccc(N2CC(C(=O)N3CCCc4ccccc43)CC2=O)cc1 (stereo not given)	24	-32	7	20	-2	2.9	-5	0.2	-4
CCn1c(C(=O)N2CCC(Cc3ccccc3)CC2)cc2sccc21	-24	-22	3	-28	-1	-2.2	4	0.3	3
CC(C)(C)C(=O)N1CCN(c2ccc([N+](=O)[O-])c(-n3nc(-c4ccccc4)c4ccccc4c3=O)c2)CC1	-2	-25	-1	-3	7	-1.9	4	-3.4	-11
CCc1ccc(N2C(=O)c3ccc4c5c(ccc(c35)C2=O)CC4)cc1	-5	-1	8	20	-4	-1.9	6	-0.9	-8
O=C(Nc1c2c(nc3ccccc13)CCCC2)c1cccc([N+](=O)[O-])c1	7	0	6	-5	1	-2.1	2	-0.9	-5
CC(C)c1ccc(-c2csc(NC(=O)c3cccs3)c2C(=O)O)cc1	16	0	3	27	1	0.1	2	0.5	-4
CCC(CC)C(=O)Nc1cc(C(=O)OC)cc(C(=O)OC)c1	-5	-9	1	12	7	-3.1	-3	-1.4	-17
O=C(CSc1n[nH]c(-c2cc(Cl)ccc2Cl)n1)NCCN1C(=O)CSC1=O	-8	-5	2	-3	4	-0.9	-13	1.9	4
CC(NC(=O)COC(=O)/C=C/c1ccc(Cl)cc1)c1ccccc1 (stereo not given)	-6	-12	0	4	4	-2.0	-1	0.0	-1
N#CCSc1ncnc2c1cnn2CCO	-3	-2	2	-1	0	-1.1	-19	-1.4	11
CCC1(C)Cc2c(sc3c2c(=O)n(C)c2nnc(SCCc4ccccc4)n32)CO1 (stereo not given)	3	0	4	1	2	-1.7	-7	-0.6	-7
COc1ccc(CCNC(=O)CC2Nc3ccccc3NC2=O)cc1 (stereo not given)	8	-4	2	26	0	-0.9	5	0.5	-11
Nc1nc2c(-c3ccc(Br)cc3)nnn2c2ccccc12	-2	6	2	33	1	-1.5	-1	-4.3	-12
CC(=O)C(Sc1ncnc2sc3c(c12)CCCC3)C(C)=O	4	-12	5	24	6	-3.5	-4	4.1	-8
COc1ccc(CN2CCN(C(=O)c3cc(OC)c(OC)c(OC)c3)CC2)cc1OC	-6	-12	7	-1	1	0.1	-6	-0.1	11
O=c1[nH][nH]c(-c2ccccc2)c1C=Nc1ccccc1	6	-8	4	31	3	-0.8	4	-2.2	-8
Cc1ccccc1NC(=S)NNC(=O)c1cccnc1	6	-9	0	2	-5	-4.9	18	-0.8	-13
CCOP(=O)(c1ccccc1)C(O)c1ccccc1 (stereo not given)	7	1	5	1	1	-3.4	1	1.7	-6
CCOC(=O)C1=C(C)N(C)C(=O)NC1c1ccc(C)s1 (stereo not given)	2	-11	4	19	-5	-4.1	6	-4.3	4
O=c1cc(CSc2nnc(COc3ccccc3Cl)o2)nc2sccn12	8	-21	-1	-4	-9	-4.9	1	-1.3	-19
Brc1cccc2sc(N3CCCC3)nc12	-6	-3	1	2	3	-2.7	3	-0.8	1
Fc1ccc(CNCc2ccccc2C(F)(F)F)cc1	-8	1	5	38	2	-0.7	0	-4.6	-2
Cc1ccc(OCCn2cc(C=O)c3ccccc32)cc1	-11	-15	-1	-6	0	-2.2	10	-2.3	-18
CCC(=O)Nc1ccccc1C(=O)N1CCCC1	3	3	8	16	-3	-1.3	1	0.2	-1
CCn1c(=O)n(CC)c2cc(N3CCCC3)c(NC(=O)c3c(F)cccc3F)cc21	3	-34	9	-13	-2	0.1	35*	-0.9	2
CC(C)CCOC(=O)C(C)Sc1n[nH]c(=O)[nH]c1=O (stereo not given)	-34	-3	-3	10	7	-2.6	0	-3.0	-6
CC(c1ccco1)N(C(=O)c1ccccc1F)c1ccccn1 (stereo not given)	-12	-3	-3	1	0	-0.7	0	-1.1	-2
Cc1ccc(SCC(=O)c2c(C)[nH]c3ccccc23)cc1	-3	-4	4	-10	3	-1.3	-4	0.7	6
NNC(=O)C1CCCn2c1nc1sc3c(c1c2=O)CCCC3 (stereo not given)	-4	-8	3	8	-2	-3.4	4	-4.7	0
COc1ccccc1NC(=O)c1c(NC(=O)c2ccco2)sc2c1CCC2	5	-3	0	30	2	-1.1	1	-3.3	-10
COc1cc(C)ccc1OCc1cc(C(=O)N2CCN(C)C[C@@H]2c2ccccc2)no1	14	-11	-3	-9	1	-2.6	6	-2.6	-12
CC(C)c1nc(N2CCOCC2)c(C#N)c2c1COC(C)(C)C2	-4	-6	0	1	-2	-3.6	-3	-3.3	2
c1ccc(N2CCN(Cc3cn4ccccc4n3)CC2)cc1	5	1	-2	34	-2	-1.4	-7	-2.3	-3
CC(=O)Nc1ccc(/C(C)=N/NS(=O)(=O)c2ccc(C)cc2)cc1	-4	0	5	-13	9	-2.5	4	-7.6	9
Later entries.
SMILES	HCV NS3 hel inh	DNA FID counter	IDE act	UBC9 SUMO inh	IDE inh	IMP-1 inhibitor	M18AAP inhibitor	VIM-2 inh	p-CIP stab down
Cc1cc(C)cc(C(=O)Nn2cnnc2)c1	-2	-4	7	12	1	0.2	31*	0.9	-8
CC(=O)Nc1ccc(Cl)cc1C(=O)O	4	1	1	10	10	-1.7	-3	-1.9	-18
Cc1ccc(OCCn2c3ccccc3n3nc(C)c(=O)nc23)cc1	1	-7	3	-5	1	-4.3	-6	-2.3	-10
CCOC(=O)N1CCN(C(=O)c2ccc(NC(C)=O)cc2)CC1	0	1	2	10	0	-2.4	2	-2.6	-5
CSc1ccc(/C=C/C(=O)c2ccc(NC(C)=O)cc2)cc1	-11	4	3	8	5	-3.2	7	-1.8	-2
Cc1cc(N/N=C/c2c[nH]c3ccccc23)c2ccccc2n1	-5	4	3	6	-1	-3.8	3	-0.7	14
CCc1ccc(C2CC(=O)N(c3cccc(F)c3)C3=C2C(=O)OC3)cc1 (stereo not given)	2	-29	5	5	3	-1.7	-2	-1.4	-8
O=C(CN1CCN(C(=S)NC2CCCC2)CC1)Nc1ccc(Oc2ccccc2)cc1	-18	-10	-13	-21	7	-0.5	0	-0.3	1

Assay outcomes: PubChem BioAssay, several laboratories
